Cardio protect: cardioprotection against H2O2-induced cell death, primary screen, uHTS, H9c2 cells, ATPLite luminescence. protection from H2O2 cell death, % at 20 µM. AID 588492, 2011. H9c2 cardiomyocytes, H2O2 injury protection, 2 h. hit rate 0.63% among 360,000;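 active means compounds giving at least 50% protection of heart cells from peroxide-induced death in the single-dose screen, raw or plate-pattern-corrected value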;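 further: 0% = DMSO wells with peroxide and 100% = DMSO wells without peroxide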
m5-HT2A agonist: mouse Htr2a agonists via beta-arrestin recruitment, primary screen, cell-based, luminescence | 5-hydroxytryptamine receptor 2A (Mus musculus), P35363 | CHO-K1 mHTR2A beta-arrestin complementation; percent of 30 µM serotonin response | activation, % at 7.6 µM | hit rate 0.66% among 360,000 | AID 624169, 2012;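 active means activation above a run cutoff, the mean activation of all tested compounds plus 3 SD, cut at about 14% in these data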;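 further: 0% = plate median of compound wells and 100% = 30 µM serotonin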
Target sequence (P35363 whole entry, looked up): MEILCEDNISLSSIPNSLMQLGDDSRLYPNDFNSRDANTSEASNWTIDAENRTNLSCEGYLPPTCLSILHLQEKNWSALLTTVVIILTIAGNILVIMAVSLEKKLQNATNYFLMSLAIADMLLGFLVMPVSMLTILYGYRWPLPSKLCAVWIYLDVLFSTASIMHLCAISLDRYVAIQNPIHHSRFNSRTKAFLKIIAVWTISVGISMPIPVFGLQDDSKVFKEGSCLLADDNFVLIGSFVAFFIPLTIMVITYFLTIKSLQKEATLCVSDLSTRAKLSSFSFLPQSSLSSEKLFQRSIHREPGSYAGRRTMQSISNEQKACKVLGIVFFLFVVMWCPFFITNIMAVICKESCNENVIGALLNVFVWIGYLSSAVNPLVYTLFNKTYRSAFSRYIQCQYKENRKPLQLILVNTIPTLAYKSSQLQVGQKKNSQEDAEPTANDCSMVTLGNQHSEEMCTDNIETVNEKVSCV
MC4R barr agon: MC4R agonists recruiting beta-arrestin, primary screen, cell-based, luminescence, agonist arm of biased-ligand search. U2OS MC4R beta-arrestin complementation; percent of melanotan II response, DMSO zero. Melanocortin receptor 4 (Homo sapiens), P32245. activation, % at 8.9 µM. hit rate 0.98% among 360,000. AID 540308, 2011;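 active means activation above a per-plate cutoff, the mean activation of sample wells on that plate plus 3 SD, cut at about 8% in these data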
Target sequence (P32245 whole entry, looked up): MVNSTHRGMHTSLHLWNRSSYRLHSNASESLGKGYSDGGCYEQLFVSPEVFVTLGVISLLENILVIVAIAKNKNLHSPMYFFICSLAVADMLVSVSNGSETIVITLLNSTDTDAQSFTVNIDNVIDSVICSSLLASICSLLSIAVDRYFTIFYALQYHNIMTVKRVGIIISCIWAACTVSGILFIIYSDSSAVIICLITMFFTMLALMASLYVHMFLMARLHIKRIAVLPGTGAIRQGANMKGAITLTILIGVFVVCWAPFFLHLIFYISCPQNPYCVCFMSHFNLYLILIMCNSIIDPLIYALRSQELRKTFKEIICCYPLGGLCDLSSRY
aDG glyco act: activators of alpha-DG glycosylation, primary screen, uHTS, Pro5-aDG cells, AlphaScreen; activation, % at 10 µM; alpha-DG glycosylation AlphaScreen (IIH6); 0% Pro5, 100% B10-LARGE cell signal; hit rate 0.22% among 360,000;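 active means activation of at least 8% versus controls, or a plate z-score of at least 8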;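 further: Pro5 are CHO cells carrying HIG-tagged alpha-DG that lacks glycosylation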
MC4R antag cAMP: MC4R antagonists of cAMP signaling, primary screen, cell-based, TR-FRET, antagonist arm of biased-ligand search | MC4R-expressing cells, MTII-stimulated cAMP, LANCE TR-FRET | inhibition, % at 6.5 µM | hit rate 0.48% among 360,000;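 active means inhibition above its plate's cutoff, the mean of tested wells on that plate plus 3 SD, cut at about 29% in these data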;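 further: 0% = Melanotan II alone and 100% = Melanotan II plus saturating MCL0020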
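System: U2OS cells stably expressing human melanocortin 4 receptor (MC4R). Reagent: Melanotan II challenge after compound preincubation. Doses: 6.5 µM. Times: 30-min compound, 1-h challenge, 1-h detection, room temperature. Measured by: TR-FRET with Eu-cAMP and labeled anti-cAMP, 671 nm. Replicates: singlicate.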
hiPSC survival: enhancers of single-cell hiPSC survival, primary screen, ATPlite luminescence | 100% = ROCK inhibitor wells, 0% = DMSO | survival enhancement, % at 20 µM | hit rate 0.044% among 360,000 | AID 602274, 2012; in the data active means survival enhancement above about 18%;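 further: cells exposed to compounds for 16 hours before the ATP read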
Glyco luc inh: increase of ERlucT glycosylation luciferase signal, primary screen, N-linked glycosylation inhibitor project, D54 ERlucT cells, luminescence, set 2; D54 ERlucT glycosylation luciferase reporter, 24 h; percent of 100 nM tunicamycin response; reporter increase, % at 12.5 µM; hit rate 0.23% among 360,000;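 active means mean luciferase reporter signal, scaled so untreated is 0 and the glycosylation-blocking control 100, at or above a set limit in every replicate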;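 further: luciferase carries N-glycosylation sites so blocking glycosylation raises the light; 0% = median of neutral control wells and 100% = median of 100 nM tunicamycin wells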
Granule exo inh: LAMP-1 surface exposure blockers, TALL-104 cells – cell-based, flow cytometry, MLPCN library, primary screen; TALL-104 LAMP-1 surface exposure; cells stimulated with thapsigargin and PMA; hit rate 0.66% among 360,000; AID 651702, 2012; inhibition, % at 10 µM;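 active means inhibition above about 55%, limit read from the data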
ABHD5-PLIN5 inh: ABHD5-PLIN5 interaction inhibitors, primary screen, cell lysate, split luciferase complementation, luminescence; hit rate 0.78% among 360,000; Split G. princeps luciferase complementation, 4 h; Perilipin-5 (Homo sapiens) + 1-acylglycerol-3-phosphate O-acyltransferase ABHD5 (Homo …; inhibition, % at 4 µM;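 active means inhibition above the mean inhibition across every tested compound plus 3 SD, cut at about 22% in these data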;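 further: 0% = DMSO only wells and the 100% control is not disclosed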
ABCB6 inh 2: ABCB6 transporter inhibitors, primary screen, K562-ABCB6 cells, flow cytometry, MLPCN library | AID 602162, 2011 | K562-ABCB6 porphyrin accumulation, 1 h; hits give low values | hit rate 0.19% among 360,000 | ATP-binding cassette sub-family B member 6 (Homo sapiens), Q9NP58 | fluorescence ratio to DMSO, % at 10 µM;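 active means fluorescence ratio to DMSO below 75%, the collection mean minus 3 SD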;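 further: signal is porphyrin accumulated inside mitochondria; 100% equals median channel fluorescence of DMSO control wells; lower ratio means ABCB6 inhibition with less porphyrin fluorescence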
Numbers without * were called inactive; . = not tested or not shown; & = joins results of further samples. Compounds as they come. About 4.5% of those tested had a hit in this group.

canonical_smiles	Cardio protect	m5-HT2A agonist	MC4R barr agon	aDG glyco act	MC4R antag cAMP	hiPSC survival	Glyco luc inh	Granule exo inh	ABHD5-PLIN5 inh	ABCB6 inh 2
Cc1cc(N2CCN(C)CC2)nc2ccc(NC(=O)c3ccc(Br)o3)cc12	17	-7	-0.9	0.5	1	-3.5	.	-3	-5	89
COc1ccc(NC(=S)Nc2cnc3ccccc3c2)c(OC)c1	-12	-3	-1.0	0.0	20	-0.9	-1	-2	0	96
CCN(CC)C(=O)CSc1nc(O)cc(=O)n1CC	9	0	-2.5	0.0	3	-0.5	2	2	2	102
CCOC(=O)[C@@H]1CCN(Cc2ccccc2)C[C@H]1c1ccccc1	-7	-5	3.1	0.1	1	-0.7	-3	6	5	99
CC(=O)c1ccc(COC(=O)c2cc3ccccc3oc2=O)cc1	0	6	-0.1	0.0	5	1.1	-2	5	4	95
CS(=O)(=O)N(CC(=O)NCCSCc1ccccc1)c1ccc2c(c1)OCO2	0	2	1.0	0.3	3	5.4	-2	-4	-3	88
O=c1[nH][nH]cc1C=Nc1ccc(Cl)cc1	2	3	-2.2	-0.2	6	3.6	1	6	-2	104
NC(=O)c1cc(S(=O)(=O)N2CCCC2)ccc1OCCOc1ccccc1	1	-10	-4.3	0.3	5	-0.4	-2	-1	5	100
O=C(Nc1ccc(Cl)cc1)NC1CCCCC1Cc1ccco1 (stereo not drawn)	-20	-5	2.1	0.3	0	-1.1	-7	2	-7	101
CN(Cc1ccccc1)S(=O)(=O)c1ccc(NC(=S)NC(=O)C2CCCCC2)cc1	-7	4	-2.0	0.2	11	0.0	-6	-5	-7	86
CC(C)Oc1ccc(CN2CCC2(C)C(=O)Nc2cnc3ccccc3c2)cc1 (stereo not drawn)	-1	0	2.9	0.1	7	-0.6	0	-2	3	96
COc1ccc(-c2csc(C(C)(NC(C)=O)c3ccccc3)n2)cn1 (stereo not drawn)	-4	4	0.8	0.2	11	-3.0	0	-7	-3	101
Cc1ccc(O)c(Nc2nc(-c3ccccc3)nc3ccccc23)c1	-14	1	1.2	-0.2	9	-0.3	2	-10	2	99
O=c1cc(N2CCN(c3ccccc3Cl)CC2)[nH]c(=O)n1Cc1ccc(F)cc1	0	-1	1.4	0.0	-18	0.4	18	2	-1	98
COc1ccc(CNc2ccc(N3CCN(C(C)=O)CC3)cc2)cc1OC	0	5	0.9	0.1	2	2.4	8	3	-15	99
COc1cccc(NC(=O)Nc2cc(C(=O)O)ccc2N2CC3CC(C2)c2cccc(=O)n2C3)c1 (stereo not drawn)	0	-4	-1.2	0.2	7	0.2	1	-9	1	98
Cc1cc(=O)oc2c1c(C)nn2-c1nn[nH]n1	-1	-2	-2.0	-0.1	3	1.8	1	-2	-4	100
Cc1ccc(S(=O)(=O)NC(C)C(=O)NCc2ccc(Cl)cc2)cc1 (stereo not drawn)	7	6	0.8	0.1	-3	0.0	0	-9	-4	95
O=S1(=O)CC(N2CCN(CC3CC3)CC2)CN1Cc1cn(Cc2ccccc2C(F)(F)F)nn1 (stereo not drawn)	2	2	.	0.2	.	0.5	0	-1	-1	99
CC1CCc2onc(C(=O)NCc3ccco3)c2C1 (stereo not drawn)	2	-1	-1.9	-0.4	10	-0.6	9	-4	2	96
COC(=O)C1=C/CCCN(C(c2ccccc2)c2ccccc2)/C=C\1C(=O)OC	1	3	0.9	0.4	2	-0.8	0	1	0	96
O=Cc1ccc(OCCOc2ccc([N+](=O)[O-])cc2)cc1	-3	-6	-0.9	0.0	-1	-0.2	1	2	5	102
COc1ccc(C)cc1S(=O)(=O)N1CCN(S(=O)(=O)c2cc(C)ccc2OC)C(C)C1 (stereo not drawn)	-6	-2	-1.1	0.0	0	-2.8	0	-1	-2	99
CCN(CC)S(=O)(=O)c1cccc(C(=O)N/N=C2\CCCC(=O)C2)c1	7	7	-1.2	0.8	-1	0.1	0	0	6	95
O=C(Nc1cccn(Cc2ccccc2)c1=O)NC1CCCCC1	-4	2	-0.1	0.1	3	-1.7	-2	-4	-32	94
O=[N+]([O-])c1cc(C(F)(F)F)ccc1Sc1ccccn1	-10	1	8.6*	0.1	-5	1.1	-1	-2	-5	102
O=[N+]([O-])c1ccc(-c2c[nH]c(=S)[nH]2)cc1	3	5	-0.8	-0.1	17	-0.2	1	-5	-5	99
COCc1nnc(NC(=O)CC(C)C)s1	3	-1	0.9	0.3	18	3.0	4	-1	5	131
O=C(/C=C/c1ccc(F)cc1)NCCc1ccc2c(c1)OCCO2	5	-4	-3.1	0.5	9	-1.6	1	-2	-8	98
Cc1cc(NC(=O)c2ccco2)ccc1NC(=O)c1ccco1	1	2	0.7	0.0	-2	-0.2	-1	6	8	94
CCCn1nnnc1SCC(=O)NCc1cccs1	14	4	-1.9	0.4	-4	0.9	0	-2	-4	95
COc1ccc(CC(=O)NC(C)(C)C)cc1S(=O)(=O)N1CCOCC1	1	3	1.0	-0.1	0	1.2	2	-2	-3	101
Cc1nn(Cc2ccccc2)c(C)c1NC(=O)CCCn1nc([N+](=O)[O-])cc1C	1	0	-0.2	0.0	-1	-0.6	2	-2	-3	97
NCC(=O)NCC(=O)NC[C@H]1O[C@@H](n2ccc(=O)[nH]c2=O)[C@H](O)[C@@H]1O	15	-1	0.5	0.0	1	1.7	1	4	3	97
O=S(=O)(Nc1ccc(OC(F)(F)F)cc1)c1cccc2nonc12	-13	1	0.2	-0.1	0	-0.5	2	-6	1	89
CC(=O)c1ccc(C(=O)N2CCC(CO)(Cc3cccc(C(F)(F)F)c3)CC2)cc1	1	1	-2.8	0.5	14	-0.4	2	5	-1	93
Cc1cc(C)c(-c2cc(C(=O)Nc3c(C)n(C)n(-c4ccccc4)c3=O)[nH]n2)c(O)c1	2	0	1.1	-0.2	-1	-1.5	1	-1	-1	99
COc1ccc(/C=N/N2CCN(C3c4ccccc4-c4ccccc43)CC2)cc1OC	-6	-3	-1.5	0.1	1	9.5	-2	-1	-10	98
CCOc1ccc2c(ccc(/C=C/c3cc(C)c4cccnc4c3O)[n+]2C)c1	-16	-6	0.9	-0.3	50*	-3.9	-13	-2	26*	128
CCCCC(=O)NCc1ccc(Cl)cc1	5	3	-0.3	0.1	6	0.0	-1	-1	-3	85
COC(=O)C1(CCSC)NC(c2ccc(O)c(OC)c2)C2C(=O)N(c3ccc(C)cc3)C(=O)C21 (stereo not drawn)	5	1	0.1	0.1	15	-0.3	2	-2	0	105
Cc1ccn2cc(-c3ccc4c(c3)NC(=O)CO4)nc2c1	-17	6	-2.1	0.7	-3	-1.8	-5	-4	3	89
COc1ccccc1NC(=O)c1c(C)cc(=O)oc1C	-1	-2	2.2	0.9	15	0.8	-2	-2	-4	103
CC[n+]1ccc(C)c2cc(S(=O)C(F)(F)F)ccc21 (stereo not drawn)	0	3	-2.5	1.4	-1	-2.9	2	0	-2	97
Cc1ccc(S(=O)(=O)/N=C(\N)Nc2nc(C)c3cc(C)ccc3n2)cc1	-8	-5	-0.2	1.5	-6	4.8	1	14	-1	105
CC(C)(C)S(=O)(=O)N1Cc2cc(CO)cc(CCO)c2[C@@H]1CCO	8	-6	-0.4	-0.2	-7	1.4	0	-4	-5	103
O=c1c2[nH]c3cccc(Cl)c3c2ncn1Cc1ccncc1	4	3	-2.4	0.3	2	2.4	3	1	3	97
COc1cccc(NC(=O)CSc2nnc(-c3cc(C)n(-c4ccccc4)c3C)o2)c1	-4	-2	-1.1	0.0	7	-1.2	-16	-2	4	93
CCN(CC)N=Nc1ccc(S(=O)(=O)Nc2nc(C)cc(C)n2)cc1	-5&0	10&1	-1.4&0.6	-0.1&0.0	7&-3	1.2&-0.5	-1&0	0&-7	4&-3	89&100
CCOCCCNC(=O)C(NC(=O)c1ccc(NC(C)=O)cc1)c1ccc(OC)cc1 (stereo not drawn)	0	5	2.7	-0.1	6	1.1	2	-1	8	108
O=C(NC(=S)NCc1ccccc1Cl)c1cccs1	-6	-3	2.2	-0.2	10	-2.2	-2	8	0	100
COc1ccc(OC)c(NC(=O)c2ccccc2NC(=O)c2ccco2)c1	-3	0	-0.4	0.1	12	0.4	1	-2	0	95
O=C(CCc1ccccc1)OCC(=O)c1cccc([N+](=O)[O-])c1	-3	7	1.5	0.0	4	-0.3	1	0	9	93
Cc1cccc(NC(=O)CCSc2nc(C)cc(C)n2)c1	1	2	-1.5	0.0	1	5.7	-1	2	-2	87
Cc1nnc2n1N=CC=C(C(C)(C)C)S2	1	1	-0.5	-0.6	14	0.9	0	0	-4	99
O=C(CN1CCOCC1)Nc1ccc(OC(F)(F)F)cc1	1	4	-1.8	-0.2	8	1.2	1	-4	3	94

Next section
canonical_smiles	Cardio protect	m5-HT2A agonist	MC4R barr agon	aDG glyco act	MC4R antag cAMP	hiPSC survival	Glyco luc inh	Granule exo inh	ABHD5-PLIN5 inh	ABCB6 inh 2
Cc1ccc(NC(=O)COC(=O)Cn2nc(C)c([N+](=O)[O-])c2C)c([N+](=O)[O-])c1	2	3	0.9	0.3	13	3.0	1	2	1	103
CCOc1ccc2[nH]c3c(NCCc4ccc(OC)c(OC)c4)ncnc3c2c1	-4	-2	1.4	0.2	14	-0.2	-1	55	2	93
Cc1ccc(OCC(=O)NNC(=S)NCc2ccccc2)cc1	3	0	-2.8	0.7	1	-4.6	0	-2	-1	99
CC(=O)c1ccc(OCC(O)CN2CCN(Cc3ccc4c(c3)OCO4)CC2)cc1 (stereo not drawn)	-1&-1	-3&-4	-0.7&-0.6	0.0&0.0	0&4	-0.1&-0.1	0&2	-2&-5	-3&7	102&101
CC(C)C[C@H]1CNC(=S)N1C[C@H]1CCCN1C[C@H](Cc1ccc(O)cc1)N1C[C@H](CC(C)C)N(CC2CCCCCC2)C1=S	-12	11	.	0.3	.	-1.3	-11	29	6	99
O=C(Nc1nnc(Cc2ccccc2)s1)c1cnccn1	3	2	-0.3	-0.3	20	-0.6	2	-3	5	86
